ATG4B inhibitor: ATG4B protease inhibitors, primary screen, biochemical, fluorescence, uHTS. actives 0.51% (n = 340,000). ATG4B cleavage of LC3-PLA2, NBD-HPC fluorescence, 1 h. inhibition, % at 8.33 µM. Cysteine protease ATG4B (Homo sapiens), Q9Y4P1; in the data active = inhibition above about 40%
Target sequence (Q9Y4P1 whole entry, looked up): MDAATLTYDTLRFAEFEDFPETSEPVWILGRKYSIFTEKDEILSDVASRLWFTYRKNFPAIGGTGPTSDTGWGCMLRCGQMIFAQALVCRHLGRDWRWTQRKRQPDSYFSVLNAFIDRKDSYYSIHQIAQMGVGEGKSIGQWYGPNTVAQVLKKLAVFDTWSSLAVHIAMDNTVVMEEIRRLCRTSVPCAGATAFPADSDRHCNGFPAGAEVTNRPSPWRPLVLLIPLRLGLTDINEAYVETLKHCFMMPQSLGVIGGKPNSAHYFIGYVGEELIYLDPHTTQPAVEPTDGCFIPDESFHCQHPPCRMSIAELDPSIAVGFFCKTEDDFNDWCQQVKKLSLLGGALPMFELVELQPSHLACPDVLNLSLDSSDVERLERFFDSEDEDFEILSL
A3A deaminase: APOBEC3A ssDNA deaminase inhibitors, primary screen, selectivity assay for APOBEC3G inhibitor project, biochemical, FAM/TAMRA oligo cleavage fluorescence; DNA dC->dU-editing enzyme APOBEC-3A (Homo sapiens), P31941; recombinant A3A, FAM/TAMRA ssDNA deamination fluorescence; inhibition, % at 20 µM; actives 0.41% (n = 330,000); AID 493011, 2011;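 active = at least 40% inhibition at 20 µM here, with at most 30% in a related deaminase screen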;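 also: plate controls were A3A with DMSO for no effect and wells lacking A3A enzyme for full effect; some results filed as inactive read as strong as hits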
Target sequence (P31941 whole entry, looked up): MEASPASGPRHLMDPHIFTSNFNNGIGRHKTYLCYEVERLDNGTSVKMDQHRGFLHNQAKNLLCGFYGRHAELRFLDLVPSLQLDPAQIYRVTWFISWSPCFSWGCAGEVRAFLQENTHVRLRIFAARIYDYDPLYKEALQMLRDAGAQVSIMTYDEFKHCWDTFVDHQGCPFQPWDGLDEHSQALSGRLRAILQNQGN
hIAP inh: human IAP inhibitors, primary screen, biochemical, luminescence, uHTS | Intestinal-type alkaline phosphatase (Homo sapiens), P09923 | purified IAP, CDP-Star luminescence, 30 min | inhibition, % at 10 µM | actives 0.12% (n = 330,000);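 active = inhibition reaching a set limit with compound at 10 µM in the primary screen, cut at about 35% in these data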;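 also: plate controls were DMSO wells with enzyme for no effect and no-enzyme buffer wells for full effect; values of inactives mirror those of a sister screen read the other way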
mIAP block: inhibitors of mouse IAP, primary screen, biochemical, luminescence, uHTS; intestinal alkaline phosphatase [Mus musculus]; purified mouse IAP, CDP-Star luminescence, 30 min; inhibition, % at 10 µM; actives 0.2% (n = 330,000);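 active = inhibition of at least 40% at 10 µM in the primary screen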;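 also: plate controls were DMSO with enzyme for no effect and no enzyme wells for full effect; values of inactives mirror those of a sister screen read the other way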
hIAP activ: human IAP activators, primary screen, biochemical, luminescence, uHTS; actives 0.16% (n = 330,000); purified human IAP, CDP-Star luminescence, 30 min; stronger effect = higher value; 1 = vehicle-only enzyme, 0 = enzyme-free background; activation factor at 10 µM; AID 2524, 2010; Intestinal-type alkaline phosphatase (Homo sapiens), P09923;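 active = activation factor of the enzyme at least 2-fold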; also: the source names both 10 and 20 µM as test concentration; values of inactives mirror those of a sister screen read the other way
PfG6PD inh: PfG6PD enzyme inhibitors, primary screen, biochemical, fluorescence intensity, uHTS | inhibition, % at 20 µM | PfGluPho enzyme, NADPH resazurin-diaphorase fluorescence | actives 0.78% (n = 350,000) | glucose-6-phosphate dehydrogenase-6-phosphogluconolactonase (Plasmodium falciparum 3D7);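 active = inhibition reaching at least a set limit at 20 µM in the primary screen, cut at about 59% in these data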;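 also: 0% = DMSO wells with substrate and 100% = DMSO wells lacking glucose-6-phosphate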
mIAP act: activators of mouse IAP, primary screen, biochemical, luminescence, uHTS; activation factor at 10 µM; muIAP, CDP-Star luminescence, 30 min; stronger effect = higher value; 1 = vehicle-only enzyme signal, 0 = enzyme-free wells; intestinal alkaline phosphatase [Mus musculus]; actives 0.24% (n = 330,000); AID 2805, 2010;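 active = activation factor of at least 2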; also: the source names both 10 and 20 µM as test concentration; values of inactives mirror those of a sister screen read the other way
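Assay system: mouse IAP enzyme; reagent: chemiluminescent substrate CDP-Star; dosing: test compounds delivered from DMSO solution; schedule: 30 min at room temperature; measured by: luminescence from enzymatic CDP-Star hydrolysis; controls: DMSO-only wells and no-enzyme negative control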
HKDC1 inh: HKDC1 hexokinase inhibitors, primary screen, biochemical, fluorescence, uHTS | recombinant HKDC1, G6PDH/diaphorase resazurin coupled fluorescence | AID 493160, 2011 | actives 0.16% (n = 340,000) | inhibition, % at 20 µM;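 active = inhibition above about 35% when tested at 20 µM, limit read from the data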;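 also: plate controls were DMSO wells with enzyme for no effect and DMSO wells lacking enzyme for full effect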
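Assay system – recombinant HKDC1 (HK5) hexokinase enzyme, produced in-house · Input – HKDC1 at 5 µg/mL · Reagent – glucose plus 1 mM ATP as hexokinase substrates · Timing – 90 min reaction incubation at room temperature, dark · Measured by – G6PDH/diaphorase-coupled fluorescence, 1 mM NADP, 100 µM resazurin, 525/613 nm · Benchmarks – DMSO-enzyme wells negative, buffer-substituted wells positive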
* = called active by the depositor.

Results for Cc1ccc(OCc2nnc(SCC(=O)c3cccs3)n2-c2ccccc2)cc1C ?
ATG4B inhibitor: 62*; A3A deaminase: 1; hIAP inh: 5; mIAP block: 14; hIAP activ: 0.95; PfG6PD inh: -2; mIAP act: 0.86; HKDC1 inh: 5

How did O=C(NC(Cc1ccccc1)C(=O)N1CCCC(C(F)(F)F)C1)c1ccccc1 (stereo not given) do in these assays?
ATG4B inhibitor: -11; A3A deaminase: -4; hIAP inh: 4; mIAP block: 6; hIAP activ: 0.96; PfG6PD inh: 28; mIAP act: 0.94; HKDC1 inh: 0

Results for COc1ccc(NC(=O)CSc2nnc(COc3ccccc3)n2Cc2ccco2)cc1OC ?
ATG4B inhibitor: -17; A3A deaminase: 1; hIAP inh: 7; mIAP block: 1; hIAP activ: 0.93; PfG6PD inh: 2; mIAP act: 0.99; HKDC1 inh: -1

How did CS(=O)(=O)N1N=C(c2ccco2)CC1c1ccc(Cl)cc1Cl (stereo not given) do in these assays?
ATG4B inhibitor: 2; A3A deaminase: -1; hIAP inh: 4; mIAP block: -4; hIAP activ: 0.96; PfG6PD inh: 7; mIAP act: 1; HKDC1 inh: 13

Results for Cc1ccc(NC(=O)CSc2ccc(Br)cc2)cc1S(=O)(=O)N1CCOCC1 ?
ATG4B inhibitor: -21; A3A deaminase: 6; hIAP inh: -22; mIAP block: -32; hIAP activ: 1.2; PfG6PD inh: 23; mIAP act: 1.3; HKDC1 inh: -1

How did COC(=O)c1c(NC(=O)CN2CCC3(O)CCCCC3C2c2ccc(F)cc2)sc(C)c1C (stereo not given) do in these assays?
ATG4B inhibitor: -16; A3A deaminase: 1; hIAP inh: -1; mIAP block: 16; hIAP activ: 1; PfG6PD inh: 5; mIAP act: 0.84; HKDC1 inh: -3

Results for CC(C)(C)N(Cc1ccccc1)C(=O)c1ccc(Cl)cc1[N+](=O)[O-] ?
ATG4B inhibitor: 6; A3A deaminase: 0; hIAP inh: 1; mIAP block: 4; hIAP activ: 0.99; PfG6PD inh: 10; mIAP act: 0.96; HKDC1 inh: -10

What do the screens show for `CN(C)C(=O)N1CCC(C(=O)NCc2ccc3c(c2)OCO3)CC1`?
ATG4B inhibitor: 7; A3A deaminase: -3; hIAP inh: -2; mIAP block: -10; hIAP activ: 1; PfG6PD inh: -2; mIAP act: 1.1; HKDC1 inh: 11

How did CCc1nnc(NC(=O)CSc2nnc(-c3ccco3)n2C)s1 do in these assays?
ATG4B inhibitor: 6; A3A deaminase: 3; hIAP inh: -2; mIAP block: 2; hIAP activ: 1; PfG6PD inh: -12; mIAP act: 0.98; HKDC1 inh: -8

Results for CCN(Cc1ccccc1)S(=O)(=O)c1ccc(C(=O)Nc2nnc(C)o2)cc1 ?
ATG4B inhibitor: -11; A3A deaminase: 0; hIAP inh: -16; mIAP block: 5; hIAP activ: 1.2; PfG6PD inh: -24; mIAP act: 0.95; HKDC1 inh: -7

Results for N/C(=N\OS(=O)(=O)c1ccc(Cl)cc1)c1ccncc1 ?
ATG4B inhibitor: -7; A3A deaminase: -1; hIAP inh: 16; mIAP block: -1; hIAP activ: 0.84; PfG6PD inh: 21; mIAP act: 1; HKDC1 inh: -4

What do the screens show for `O=C(NCc1ccccc1)NC(=O)c1ccncc1`?
ATG4B inhibitor: -6; A3A deaminase: -3; hIAP inh: 5; mIAP block: 2; hIAP activ: 0.95; PfG6PD inh: -4; mIAP act: 0.98; HKDC1 inh: -16

Results for CCOc1ncccc1C(=O)Nc1ccc(S(=O)(=O)Nc2cc(C)nc(C)n2)cc1 ?
ATG4B inhibitor: 0; A3A deaminase: -5; hIAP inh: -8; mIAP block: -16; hIAP activ: 1.1; PfG6PD inh: -11; mIAP act: 1.2; HKDC1 inh: -1

How did Cc1nc2n[nH]c(N)c2c2c1COC(C)(C)C2 do in these assays?
ATG4B inhibitor: 2; A3A deaminase: -3; hIAP inh: -10; mIAP block: -11; hIAP activ: 1.1; PfG6PD inh: -20; mIAP act: 1.1; HKDC1 inh: -3

Results for CCOC(=O)Cn1c(CN2CCN(C(=O)c3ccco3)CC2)nc2c1c(=O)n(C)c(=O)n2C ?
ATG4B inhibitor: 1; A3A deaminase: -2; hIAP inh: -8; mIAP block: 2; hIAP activ: 1.1; PfG6PD inh: -4; mIAP act: 0.98; HKDC1 inh: -2

Results for O=C(O)CCCC(=O)Nc1ccc(C(=O)N2CCCCC2)c(Cl)c1 ?
ATG4B inhibitor: -6; A3A deaminase: -3; hIAP inh: -8; mIAP block: -1; hIAP activ: 1.1; PfG6PD inh: 4; mIAP act: 1; HKDC1 inh: -8

How did CC1(C)Oc2cc3oc(-c4cc(O)cc(O)c4)cc3cc2CC1O (stereo not given) do in these assays?
ATG4B inhibitor: -25; A3A deaminase: -1; hIAP inh: 17; mIAP block: 1; hIAP activ: 0.83; PfG6PD inh: 15; mIAP act: 0.99; HKDC1 inh: -1

Results for COc1ccc(CN2C(=O)CS/C2=N/N=C/c2ccccc2)cc1 ?
ATG4B inhibitor: -7; A3A deaminase: -2; hIAP inh: -22; mIAP block: -1; hIAP activ: 1.2; PfG6PD inh: 12; mIAP act: 1; HKDC1 inh: 2

Results for C[C@H]1CN([C@@H](C)CO)C(=O)c2cccc(NC(=O)c3ccncc3)c2O[C@H]1CN(C)C(=O)Nc1ccccc1 ?
ATG4B inhibitor: 2; A3A deaminase: -2; hIAP inh: 4; mIAP block: 7; hIAP activ: 0.96; PfG6PD inh: 51; mIAP act: 0.93; HKDC1 inh: 9

How did O=C(O)COc1ccc(/C=N/Nc2nc(Nc3ccccc3)nc(N3CCCCC3)n2)cc1 do in these assays?
ATG4B inhibitor: 16; A3A deaminase: -2; hIAP inh: -8; mIAP block: 4; hIAP activ: 1.1; PfG6PD inh: -16; mIAP act: 0.96; HKDC1 inh: -3

What do the screens show for `Cc1cc(SCC(=O)NC2CCCCC2)nc2ccccc12`?
ATG4B inhibitor: 4; A3A deaminase: -3; hIAP inh: 25; mIAP block: 4; hIAP activ: 0.75; PfG6PD inh: -37; mIAP act: 0.96; HKDC1 inh: 5

Results for CCCCn1c(N)c(N(CC(C)C)C(=O)CSc2ccc([N+](=O)[O-])cc2)c(=O)[nH]c1=O ?
ATG4B inhibitor: 8; A3A deaminase: 1; hIAP inh: -16; mIAP block: 4; hIAP activ: 1.2; PfG6PD inh: 1; mIAP act: 0.96; HKDC1 inh: -4

How did Cc1cc(=O)n2[nH]c(SCc3ccc(Cl)cc3)nc2n1 do in these assays?
ATG4B inhibitor: -3; A3A deaminase: 0; hIAP inh: 14; mIAP block: 5; hIAP activ: 0.86; PfG6PD inh: -3; mIAP act: 0.95; HKDC1 inh: -2

What do the screens show for `C=CCC1C=C(Cc2ccccc2)CC(CC=C)N1` (stereo not given)?
ATG4B inhibitor: -2; A3A deaminase: -5; hIAP inh: -5; mIAP block: -22; hIAP activ: 1.1; PfG6PD inh: -8; mIAP act: 1.2; HKDC1 inh: -7

What do the screens show for `CC(C)Cc1nnc(NC(=O)CCc2c[nH]c3ccccc23)s1`?
ATG4B inhibitor: -50; A3A deaminase: 0; hIAP inh: -10; mIAP block: 3; hIAP activ: 1.1; PfG6PD inh: 12; mIAP act: 0.97; HKDC1 inh: 0

What do the screens show for `Cn1nnnc1SCC(=O)Nc1cc(C(=O)O)cc(C(=O)O)c1`?
ATG4B inhibitor: 9; A3A deaminase: -2; hIAP inh: 18; mIAP block: 6; hIAP activ: 0.82; PfG6PD inh: -10; mIAP act: 0.94; HKDC1 inh: 3

How did O=C(c1ccccc1F)N(Cc1cccnc1)Cc1cc2cc3c(cc2[nH]c1=O)OCCO3 do in these assays?
ATG4B inhibitor: 1; A3A deaminase: 5; hIAP inh: -8; mIAP block: 0; hIAP activ: 1.1; PfG6PD inh: -5; mIAP act: 1; HKDC1 inh: 2

What do the screens show for `CC1CN(c2nnc(-c3ccccc3)c3ccccc23)CC(C)O1` (stereo not given)?
ATG4B inhibitor: 7; A3A deaminase: -8; hIAP inh: -5; mIAP block: 8; hIAP activ: 1; PfG6PD inh: -9; mIAP act: 0.92; HKDC1 inh: 6

Results for O=C(Cc1ccc(Br)cc1)Nc1ncc([N+](=O)[O-])s1 ?
ATG4B inhibitor: -4; A3A deaminase: 2; hIAP inh: 18; mIAP block: 28; hIAP activ: 0.82; PfG6PD inh: -15; mIAP act: 0.72; HKDC1 inh: 7

How did COc1ccc(-c2cc(C(F)F)n3ncc(C(=O)N4CCc5ccccc54)c3n2)cc1 do in these assays?
ATG4B inhibitor: -3; A3A deaminase: -2; hIAP inh: -15; mIAP block: 3; hIAP activ: 1.1; PfG6PD inh: -13; mIAP act: 0.97; HKDC1 inh: 18

What do the screens show for `O=C(NCCO)/C(=C/c1ccco1)NC(=O)c1ccco1`?
ATG4B inhibitor: 3; A3A deaminase: 0; hIAP inh: 8; mIAP block: -5; hIAP activ: 0.92; PfG6PD inh: -7; mIAP act: 1.1; HKDC1 inh: -6

Results for NC(=O)CC[C@@H]1NC(=O)[C@H](CO)NC(=O)c2cc([N+](=O)[O-])cc(I)c2NCC[C@@H](C(N)=O)NC1=O ?
ATG4B inhibitor: -6; A3A deaminase: 28; hIAP inh: 2; mIAP block: -5; hIAP activ: 0.97; PfG6PD inh: 5; mIAP act: 1.1; HKDC1 inh: 1

As a short view, 5 of the compounds above:
Results for O=C(O)CCCC(=O)Nc1ccc(C(=O)N2CCCCC2)c(Cl)c1 ?
ATG4B inhibitor: -6; A3A deaminase: -3; hIAP inh: -8; mIAP block: -1; hIAP activ: 1.1; PfG6PD inh: 4; mIAP act: 1; HKDC1 inh: -8

How did CC1(C)Oc2cc3oc(-c4cc(O)cc(O)c4)cc3cc2CC1O (stereo not given) do in these assays?
ATG4B inhibitor: -25; A3A deaminase: -1; hIAP inh: 17; mIAP block: 1; hIAP activ: 0.83; PfG6PD inh: 15; mIAP act: 0.99; HKDC1 inh: -1

Results for COc1ccc(CN2C(=O)CS/C2=N/N=C/c2ccccc2)cc1 ?
ATG4B inhibitor: -7; A3A deaminase: -2; hIAP inh: -22; mIAP block: -1; hIAP activ: 1.2; PfG6PD inh: 12; mIAP act: 1; HKDC1 inh: 2

Results for C[C@H]1CN([C@@H](C)CO)C(=O)c2cccc(NC(=O)c3ccncc3)c2O[C@H]1CN(C)C(=O)Nc1ccccc1 ?
ATG4B inhibitor: 2; A3A deaminase: -2; hIAP inh: 4; mIAP block: 7; hIAP activ: 0.96; PfG6PD inh: 51; mIAP act: 0.93; HKDC1 inh: 9

How did O=C(O)COc1ccc(/C=N/Nc2nc(Nc3ccccc3)nc(N3CCCCC3)n2)cc1 do in these assays?
ATG4B inhibitor: 16; A3A deaminase: -2; hIAP inh: -8; mIAP block: 4; hIAP activ: 1.1; PfG6PD inh: -16; mIAP act: 0.96; HKDC1 inh: -3
